TAAR1 agonist: agonists of human TAAR1 | activation, % at 3 µM | 360,000 compounds, 0.99% hits | CHO RD-HGA16 TAAR1, Fluo-8 calcium fluorescence; vehicle wells 0%, saturating PEA agonist 100% | AID 624467 | Q96RJ0;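 active = activation above the mean activation of all test compounds in the run plus 3 SD, cut at about 38% in these data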
Target sequence (Q96RJ0 whole entry, looked up): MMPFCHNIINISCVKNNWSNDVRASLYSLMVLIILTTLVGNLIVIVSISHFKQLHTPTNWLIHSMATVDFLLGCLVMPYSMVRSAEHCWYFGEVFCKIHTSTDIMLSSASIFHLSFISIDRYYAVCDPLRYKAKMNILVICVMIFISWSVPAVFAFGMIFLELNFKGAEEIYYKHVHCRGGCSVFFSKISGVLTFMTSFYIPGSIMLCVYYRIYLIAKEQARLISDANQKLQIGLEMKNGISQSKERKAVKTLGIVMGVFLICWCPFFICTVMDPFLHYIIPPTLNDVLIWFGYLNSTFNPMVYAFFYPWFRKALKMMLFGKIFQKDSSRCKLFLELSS
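System: CHO-derived RD-HGA16 cells with stable Gα16 and human TAAR1 / Times: 17-24 h plating, Fluo-8 75 min 37 °C, 30 min RT / Technique: calcium-sensitive Fluo-8 signal, excitation 470-495, emission 515-575 nm / Measure: % activation relative to PEA EC100 response / Benchmarks: DMSO and PEA EC100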
OXTR potentiator: potentiators of human oxytocin receptor | CHO-OTR cells, Fluo-8 calcium fluorescence, potentiator mode; 0% = oxytocin EC15, 100% = EC100 | activation, % at 3 µM | 320,000 compounds, 0.061% hits | AID 2445;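 active = activation above that plate's cutoff, the mean activation of tested compounds plus 3 SD, cut at about 6.6% in these data, passing the limit was not always enough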;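 also: 100% uses oxytocin at 75 nM as the full agonist control; some results filed as inactive read as strong as hits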
Target sequence (P30559 whole entry, looked up): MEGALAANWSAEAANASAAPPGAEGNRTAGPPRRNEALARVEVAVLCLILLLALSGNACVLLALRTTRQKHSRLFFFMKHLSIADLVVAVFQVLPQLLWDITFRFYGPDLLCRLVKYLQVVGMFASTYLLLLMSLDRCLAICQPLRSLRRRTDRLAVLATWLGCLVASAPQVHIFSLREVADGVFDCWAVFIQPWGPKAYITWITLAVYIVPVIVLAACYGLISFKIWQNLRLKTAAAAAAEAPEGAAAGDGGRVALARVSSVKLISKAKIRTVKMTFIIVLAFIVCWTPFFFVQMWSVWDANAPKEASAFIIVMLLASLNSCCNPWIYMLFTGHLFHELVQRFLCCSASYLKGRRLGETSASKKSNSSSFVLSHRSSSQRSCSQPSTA
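test system = CHO-OTR cells, human receptor | compound = single-point 3.0 µM | schedule = 6 min compound pre-incubation at room temperature, 100 s kinetic read | signal = Fluo-8 no-wash calcium dye fluorescence, excitation 470-495 nm, emission 515-575 nm | repeats = single well per compound, singlicate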
M1 ag parental: nonselective activator or artifact in parental CHO-K1 cells. Fluo-8 calcium fluorescence; scaled to maximal ATP response, vehicle zero. activation, % at 3 µM. 360,000 compounds, 0.48% hits; in the data active = activation above about 15%;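 also: untransfected CHO-K1 host cells lacking M1 receptor as counterscreen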
TAAR1 antagonist: antagonists of human TAAR1. Q96RJ0. CHO RD-HGA16 TAAR1, Fluo-8 calcium fluorescence, antagonist. inhibition, % at 3 µM. 360,000 compounds, 1.5% hits;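 active = inhibition above a per-plate cutoff, the mean inhibition of test compounds on that plate plus 3 SD, cut at about 49% in these data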;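 also: 0% = DMSO plus EC80 beta-PEA response and 100% = DMSO alone without agonist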
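System: CHO RD-HGA16 cells bearing hTAAR1. Reagent: EC80 β-phenethylamine stimulus. Schedule: seeding 17-24 h prior, 75-min 37 °C, 30-min RT dye loading. Signal: Fluo-8 intracellular calcium dye fluorescence, real-time kinetic reads. Read-out: % inhibition from peak post-agonist over basal fluorescence ratio. Benchmarks: vehicle wells and EC80 agonist wells. Replicates: n of 1.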
CHRM1 agonist: human M1 muscarinic receptor agonism | P11229 | CHO-K1 hM1, Fluo-8 calcium fluorescence, agonist mode; 0% DMSO, 100% acetylcholine EC100 | activation, % at 3 µM | 360,000 compounds, 0.33% hits;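 active = activation above the run's mean compound activation plus 3 SD, cut at about 16% in these data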;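 also: peak over basal fluorescence ratio within a 140 s kinetic read after compound addition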
M1 PAM parental: counter-screen for M1 PAMs: effect in parental CHO-K1 cells; ATP EC20, Fluo-8 calcium fluorescence; 0% at ATP EC20, 100% at ATP max; activation, % at 3 µM; AID 602247; 360,000 compounds, 0.02% hits;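 active = activation above the run cutoff, the mean activation of all test compounds plus 3 SD, cut at about 40% in these data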;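 also: peak over basal fluorescence ratio in a 140 s read after ATP addition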
CHO-K1 Ca antag: M1 antagonist counterscreen hit in parental CHO-K1 cells; ATP-induced calcium, Fluo-8 fluorescence; inhibition, % at 3 µM; 360,000 compounds, 0.6% hits;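 active = inhibition above a per-plate cutoff, the plate's mean sample inhibition plus 3 SD, cut at about 24% in these data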;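 also: 0% = DMSO plus EC80 ATP and 100% = DMSO alone without ATP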
CHRM1 antagonist: human CHRM1 antagonism. inhibition, % at 3 µM. P11229. 360,000 compounds, 1.3% hits. CHO-K1 hM1, Fluo-8 calcium fluorescence, ACh EC80 antagonist. AID 588852;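 active = percent inhibition above its own plate's cutoff, namely the mean of that plate's compound wells plus 3 SD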;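 also: peak over basal fluorescence ratio during 140 s after agonist addition; 0% = ACh EC80 plus DMSO and 100% = DMSO alone without agonist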
CHO parental Ca: counter-screen for OX1R antagonists: effect in parental CHO cells | parental CHO-K1, ATP-induced calcium, Fluo-8 fluorescence | inhibition, % at 5.6 µM | 330,000 compounds, 0.63% hits;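 active = inhibition above that plate's mean sample inhibition plus 3 SD, cut at about 26% in these data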;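 also: 0% = ATP-challenged DMSO wells and 100% = DMSO wells without ATP; some compounds past the cut are filed as inactive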
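Measured by: calcium-sensitive Fluo-8 fluorescence / Test system: CHO parental line / Controls: ATP-challenged DMSO wells low, unchallenged DMSO wells high / Measure: % inhibition / Compound: single nominal dose of 5.6 µM per compound / Replicates: single well per compound, no replicates / Reagent: ATP as calcium-mobilizing challenge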
Starred values were filed as active, the others as inactive; . = not tested or not shown; & = joins results of further samples. Rows are unselected. Share with any hit: about 4.2%.

SMILES	TAAR1 agonist	OXTR potentiator	M1 ag parental	TAAR1 antagonist	CHRM1 agonist	M1 PAM parental	CHO-K1 Ca antag	CHRM1 antagonist	CHO parental Ca
CCOC(=O)C(C(=O)OCC)=C1OC(=O)c2ccccc21	8	-5	-0.1	11	-3	12	-7	-7	-16
CCOC(=O)c1ccc(NC(=O)c2cc3ccccc3o2)cc1	5	-9	2.5	47	-1	7	0	7	-24
CC(NC(=O)c1ccc(S(=O)(=O)C(F)F)cc1)c1ccccc1 (stereo not given)	2	6	1.0	-19	-3	2	-9	-7	1
CCOc1ccc(C=NNc2ccc(S(=O)(=O)Nc3ccccc3C(=O)O)cc2[N+](=O)[O-])cc1OC	.	-1	0.1	.	-1	16	-8	-7	0
CC(Nc1nc(-c2ccc(F)cc2)cs1)c1nc2cc(C(F)(F)F)ccc2n1CCOCCO (stereo not given)	10	-7	0.2	-1	-7	0	-8	3	-17
Cc1cc2oc(C(=O)N(Cc3ccco3)C3CCS(=O)(=O)C3)cc(=O)c2cc1Cl (stereo not given)	11	-2	1.1	4	-7	13	-4	1	-4
Cc1ccc(NC(=O)CCC(=O)NNC(=O)c2ccco2)cc1C	23	-7	-0.1	6	-5	7	-5	5	-5
O=C1Nc2ccccc2/C1=C/c1cnc(-c2ccccc2)[nH]1	6	-2	3.6	35	1	10	-4	4	6
COc1ccccc1-c1cnc(C(O)c2c(C)cccc2C)[nH]1 (stereo not given)	3	.	1.0	-11	-4	9	-5	-8	.
CCOc1ccc(Br)cc1S(=O)(=O)Nc1cccc(S(=O)(=O)N(CC)CC)c1	7	-17	3.1	10	-5	17	-7	1	-20
Cc1cc([N+](=O)[O-])nn1CC(=O)N1N=C(C(F)F)CC1(O)C(F)F (stereo not given)	2	-5	0.6	5	-8	20	-8	-9	-8
CC(C)CCNC(=O)Cc1ccccc1[N+](=O)[O-]	-1	-1	-0.4	8	-6	0	7	3	-16
Cc1ccc2sc(NNC(=O)C3COc4ccccc4O3)nc2c1C (stereo not given)	3	-10	0.8	13	-4	23	-6	-5	-2
Cc1ccc(S(=O)(=O)NCCc2ccncc2)cc1C	15	0	18*	11	-11	13	11	2	-12
CCCCOCP(=O)(CC)COCCCC	14	-3	0.3	6	-2	10	-6	-4	3
COC(=O)c1ccc(NC(=O)Cn2c([N+](=O)[O-])cnc2C)cc1	1	-3	-0.2	-9	3	-4	3	-8	-3
CC1(C)CC(=O)C2=C(C1)NC(=O)CC2c1cccc(F)c1 (stereo not given)	2	1	0.1	-5	-5	9	-7	-10	-6
CCCNC(=O)CN(c1ccc(F)c(Cl)c1)S(C)(=O)=O	7	-3	0.6	-12	-5	19	-4	-15	-6
CCN(CC)S(=O)(=O)c1cc(NC(=O)C(C)Nc2ccccc2N2CCOCC2)ccc1C (stereo not given)	3	-9	-0.5	7	-2	-16	12	-13	11
C/C=C\C=C/C(=O)Nc1cccc(C2=NOC3(C2)C[C@@H](C(N)=O)N(C(=O)COc2ccc(Cl)cc2)C3)c1 (stereo not given in full)	3	-13	-0.1	-15	-5	7	-10	-3	-2
Oc1c(Br)cc2oc3c(c2c1CNCc1ccccc1)CCCC3	25	-2	0.0	16	-3	10	-8	-5	-6
O=C(OCCN1CCOCC1)C(c1ccccc1)c1ccccc1	1	-1	0.1	-11	-14	-14	15	15	-7
Cc1cc(NC(=O)c2cc3nc(C4CC4)cc(C(F)(F)F)n3n2)no1	-1	-23	-0.4	-7	2	-4	3	-1	-9
COc1ccccc1CN1C[C@@H]2C[C@@H](c3ccc(C)cc3)N3CCC[C@@]23C1=O	-1	-4	-0.6	8	-14	23	-7	18	-33
Cc1ccccc1-c1cc2nc(NCCOc3ccccc3)n(C)c(=O)c2s1	2	.	-0.4	-8	-3	7	-6	-2	.
COc1ccc(-n2cc(CNCCN3CCOC3=O)c(-c3ccccc3Cl)n2)cc1	3	2	0.8	-34	-6	3	-7	14	-19
COc1cccc(C(=O)NC(=S)Nc2ccc([N+](=O)[O-])cc2C)c1	-1	4	0.3	4	-8	19	-7	-5	-12
Cc1cc(O)c(-c2cc(C(=O)NCCc3ccc(S(N)(=O)=O)cc3)[nH]n2)cc1C	0	-6	0.3	6	-1	9	-1	-18	-6
C[C@@H]1CN([C@H](C)CO)C(=O)CCCn2cc(nn2)CO[C@H]1CN(C)S(=O)(=O)c1ccccc1F	0	.	0.7	-9	-6	15	6	2	.
COc1ccc(S(=O)(=O)N2CCCCCC2)cc1C(=O)N(C)CC(=O)Nc1ccccc1Cl	2	3	1.1	-7	-7	-4	-1	-5	-18
CCOC(=O)c1c(-c2ccc(F)cc2)csc1NC(=O)CN1C(=O)NC2(CCCCC2C)C1=O (stereo not given)	1	-14	0.2	0	-8	23	-10	-5	-44
Cc1cc(C)cc(NC(=O)c2ccc(CNc3c(N4CCCC4)c(=O)c3=O)cc2)c1	1	3	0.3	10	-3	-22	7	2	1
COc1cccc(C(=O)NC(C)C(c2cccs2)N2CCOCC2)c1 (stereo not given)	0	-2	1.3	-18	-3	18	-10	-9	-6
CC(C)c1ccc(C2NC(=O)NC3=C2CCc2ccccc23)cc1 (stereo not given)	10	-10	1.9	7	-3	4	1	9	-16
CCn1cc(C(=O)N[C@@H](CC(C)C)C(=O)NCCCn2ccnc2)c(=O)c2cc3c(cc21)OCO3	1	0	0.5	-11	-5	11	-12	-11	0
CC1CCC2(CC1)NC(=O)N(NC(=O)c1ccc(OC(C)C)cc1)C2=O (stereo not given)	6	.	2.1	-3	-2	-7	-4	-9	.
CCCOc1ccc(C2C(C(=O)/C=C/c3ccco3)=C(O)C(=O)N2CCN2CCOCC2)cc1OC (stereo not given)	1	-16	0.1	2	-4	11	-6	-13	-4
CCOC(=O)[C@]12CCCC=C1N(Cc1ccc(Cl)cc1Cl)C(=O)[C@H](CC(=O)NCc1ccc(C)o1)C2	4	.	0.0	-16	.	-4	16	.	.
COC(=O)Cn1ccc2cc(S(=O)(=O)N3CCCCC3)ccc21	1	-7	2.0	-4	-6	0	-6	-3	-7
COCCNC(=O)CN(C(=O)CCC(=O)Nc1ccccn1)c1ccc(F)cc1	3	-4	-0.3	3	-2	7	-3	-17	-13
O=C(COC(=O)CCOc1ccccc1)Nc1cc(S(=O)(=O)N2CCCCC2)ccc1Cl	1	0	0.7	-19	-1	-12	6	-13	-31
COCCN(C(=S)Nc1cccc(Cl)c1C)C(C)c1ccco1 (stereo not given)	-5	2	0.4	-6	-4	16	-16	-23	-11
COc1cccc(N(C(=O)Cn2nnc3ccccc32)C(C(=O)NCc2ccco2)c2cccnc2)c1 (stereo not given)	2	.	0.7	-14	-5	32	-10	-18	.
CCc1nnc(SCC(=O)Nc2ccc(N3CCN(S(C)(=O)=O)CC3)cc2)o1	8	-4	1.9	-25	0	9	-13	-10	7
O=C(O)c1ccc(CS(=O)(=O)c2cccc(C(F)(F)F)c2)o1	4	-4	0.1	1	0	1	-25	-2	2
COc1cc(-c2nnc(-c3cccnc3)o2)cc(OC)c1OC	6	3	1.4	8	-2	-3	-17	-8	-13
COc1ccc(/C=N/n2c(SC)nnc(C(C)(C)C)c2=O)cc1	24	-7	0.4	-9	3	16	-7	-8	-8
O=C1N=C(N2C=CC(=C3C=CNC=C3)C=C2)/C(=C/N=NC(=O)c2ccccc2O)S1	0	-4	3.8	-9	0	9	2	-4	-12
CC(C)[C@H](NC(=O)[C@@H]1CSC2c3ccccc3C(=O)N21)C(=O)N1CCCCC1 (stereo not given in full)	-1	-1	1.6	-17	-3	7	-8	-3	-18
CN(C(=O)CSc1nnc(Cc2ccccc2F)n1N)C1CCS(=O)(=O)C1 (stereo not given)	-2	-11	0.1	-6	-2	4	-3	-7	-6

Four records picked at random from the list so far:
SMILES	TAAR1 agonist	OXTR potentiator	M1 ag parental	TAAR1 antagonist	CHRM1 agonist	M1 PAM parental	CHO-K1 Ca antag	CHRM1 antagonist	CHO parental Ca
CC1CCC2(CC1)NC(=O)N(NC(=O)c1ccc(OC(C)C)cc1)C2=O (stereo not given)	6	.	2.1	-3	-2	-7	-4	-9	.
CC(NC(=O)c1ccc(S(=O)(=O)C(F)F)cc1)c1ccccc1 (stereo not given)	2	6	1.0	-19	-3	2	-9	-7	1
Cc1cc2oc(C(=O)N(Cc3ccco3)C3CCS(=O)(=O)C3)cc(=O)c2cc1Cl (stereo not given)	11	-2	1.1	4	-7	13	-4	1	-4
C/C=C\C=C/C(=O)Nc1cccc(C2=NOC3(C2)C[C@@H](C(N)=O)N(C(=O)COc2ccc(Cl)cc2)C3)c1 (stereo not given in full)	3	-13	-0.1	-15	-5	7	-10	-3	-2

The list continues.
SMILES	TAAR1 agonist	OXTR potentiator	M1 ag parental	TAAR1 antagonist	CHRM1 agonist	M1 PAM parental	CHO-K1 Ca antag	CHRM1 antagonist	CHO parental Ca
COc1ccc(CCC(C)N2CCC(CO)(Cc3ccccc3)CC2)cc1 (stereo not given)	5	-11	2.9	-8	-8	15	-5	-8	-15
O=C1C2C(C(=O)N1c1nccs1)C1C=CC2C12CC2 (stereo not given)	2	-1	0.6	8	-10	0	-1	-7	-8
O=C(NC1CCN(C(=S)Nc2ccc(F)cc2)CC1)c1ccco1	-1	-10	1.6	-20	-1	9	-11	-13	-1
O=C(NCc1ccccn1)c1cc(Br)ccc1Cl	1	3	-0.4	-3	-7	-2	10	0	-13
O=C(NN=C1CCN(Cc2ccccc2)CC1)c1cccc(S(=O)(=O)Nc2ccccc2Cl)c1	-1	-6	0.2	-17	-7	8	-5	1	-21
O=C(O)c1cc(-c2ccco2)nc2ccc(Br)cc12	-2	-8&-7	1.1&0.2	8	-2&-4	6&21	-4&-3	-4&-4	-12&6
O=C1CCCC2=C1C1(CCCC1)N=C(Nc1nc3ccccc3o1)N2	0&2	.	0.8	-20&-3	-4	9	2	-5	.
Cc1c(NC(=O)CSc2nc3ccccc3c(=O)n2C(C)C)c(=O)n(-c2ccccc2)n1C	0	-5	-0.1	0	-5	18	-17	-2	-20
CCc1ccc(C2C(C#N)=C(N)C(C#N)(C#N)C3=CCC(C(C)(C)C)CC32)cc1 (stereo not given)	.	-7	1.5	.	-5	15	-7	-6	-18
CCOC(=O)C1CCCCN1Cc1ccccc1C(F)(F)F (stereo not given)	7	-4	1.9	-8	-2	23	-16	-8	-10
